# Source: PubChem BioAssay
# HRas wt GTP = human HRas wildtype GTP binding, change in either direction; P01112; GST-Ras wt beads, Bodipy-FL-GTP binding, flow cytometry; actives lie on both sides; GTP binding activity, % at 10 µM; 190,000 compounds, 0.14% hits; AID 759;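 active means GTP binding activity at least 20% away from the 100% baseline, either lowered as inhibitor or raised as activator; inconclusive means flagged as likely green fluorescent, judged across all proteins in the well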;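 further: 0% = unlabeled GTP competition control and 100% = no-compound control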
# Target sequence (P01112 whole entry, looked up): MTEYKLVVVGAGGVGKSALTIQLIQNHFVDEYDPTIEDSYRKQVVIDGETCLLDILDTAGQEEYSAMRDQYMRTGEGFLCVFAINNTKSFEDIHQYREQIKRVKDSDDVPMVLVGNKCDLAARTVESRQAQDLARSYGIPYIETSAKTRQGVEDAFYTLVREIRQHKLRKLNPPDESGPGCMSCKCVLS
# Rab2A wt mod = changes GTP binding to wildtype dog Rab2A, up or down. P61105. GST-Rab2 wt beads, Bodipy-GTP binding, flow cytometry. GTP binding activity, % at 10 µM. 190,000 compounds, 0.19% hits;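 active means GTP binding activity at least 20 points away from 100%, either lowered or raised; inconclusive means signal likely due to the compound's own green fluorescence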;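 further: 0% = beads with excess unlabeled GTP and 100% = no-compound control corrected for plate trend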
# Bim-Bcl-XL = inhibitors of Bim-Bcl-XL interaction, human | Bim peptide-Bcl-XL binding, bead flow cytometry, fluorescence | Q07817 | inhibition, % at 10 µM | 190,000 compounds, 0.04% hits | AID 1007
# Target sequence (Q07817 whole entry, looked up): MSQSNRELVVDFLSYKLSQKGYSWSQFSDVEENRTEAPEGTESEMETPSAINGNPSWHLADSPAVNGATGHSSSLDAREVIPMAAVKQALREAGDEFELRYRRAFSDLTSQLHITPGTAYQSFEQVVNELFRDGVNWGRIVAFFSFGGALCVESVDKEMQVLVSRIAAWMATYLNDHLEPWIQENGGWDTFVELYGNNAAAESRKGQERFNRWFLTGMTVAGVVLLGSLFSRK
# Bim-Bcl-2 = human Bim-Bcl-2 interaction inhibition; inhibition, % at 10 µM; Bead-based flow cytometry, Bim peptide-Bcl-2 binding; 190,000 compounds, 0.06% hits; in the data active means inhibition above about 40%; inconclusive means no clear call, values can overlap the other calls;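 further: 0% = no compound wells with probe peptide and 100% = reference peptide inhibitor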
# Rac1 wt GTP bind = human Rac1 wildtype GTP binding, inhibitors and activators. GST-Rac1 beads, fluorescent GTP binding, flow cytometry; actives lie on both sides; 0 = cold GTP competed, 100 = untreated. GTP binding activity (% of control), % at 10 µM. 190,000 compounds, 0.27% hits. AID 757;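 active means GTP binding activity at least 20 points away from the 100% control level, either lower or higher; inconclusive means compound flagged as likely green fluorescent, judged across all proteins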
# Rac1 mut GTP = alters GTP binding to activated mutant human Rac1; P63000; GST-Rac1 activated beads, fluorescent GTP binding, flow cytometry; actives lie on both sides; 100% means binding = to untreated wells; percent activity (GTP binding), % at 10 µM; 190,000 compounds, 0.11% hits; AID 764;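 active means GTP binding at least 20 percentage points away from the 100% baseline, in either direction, so actives lie on both sides; inconclusive means Compound likely fluorescent itself, or too few beads counted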
# Rab7 wt modul = dog Rab7 wildtype GTP binding, inhibitors and activators. GST-Rab7 beads, fluorescent GTP binding, flow cytometry; actives lie on both sides; untreated = 100%, excess cold GTP = 0%. GTP binding activity (percent of control), % at 10 µM. 190,000 compounds, 0.055% hits. AID 758;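 active means fluorescent GTP binding to Rab7 beads changed by at least 20 points from the 100% baseline, either direction, mostly lower; inconclusive means compound itself probably fluorescent, or too few beads counted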;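 further: median green fluorescence of bound Bodipy-FL-GTP per Rab7 bead population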
# Cdc42 wt = human Cdc42 wildtype GTP binding change, either direction. 190,000 compounds, 0.2% hits. GST-Cdc42 beads, Bodipy-GTP binding, flow cytometry; actives lie on both sides. percent activity (GTP binding), % at 10 µM;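 active means percent activity GTP binding at least 20 points away from the 100% baseline, either down as inhibitor or up as activator; inconclusive means compound flagged as likely green fluorescent from well-wide comparison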;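 further: median bead fluorescence of bound Bodipy-FL-GTP at 100 nM; 0% = excess unlabeled GTP control and 100% = no compound control; below 100% means less GTP binding so inhibitor and above means activator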
# Target sequence (P60953 whole entry, looked up): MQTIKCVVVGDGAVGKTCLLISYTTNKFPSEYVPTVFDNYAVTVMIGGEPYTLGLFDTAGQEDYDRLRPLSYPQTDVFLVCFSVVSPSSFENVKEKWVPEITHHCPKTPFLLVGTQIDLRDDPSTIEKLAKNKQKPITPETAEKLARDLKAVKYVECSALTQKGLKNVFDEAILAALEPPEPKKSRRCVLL
# Bfl-1 Bim block = disrupts Bim binding to human Bfl-1. Bead-based flow cytometry, Bim-Bfl-1 binding inhibition. inhibition, % at 10 µM. 190,000 compounds, 0.12% hits;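 further: 0% = wells without compound plus tracer and 100% = blocker peptide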
# Bcl-B Bim block = disrupts Bim peptide binding to human Bcl-B; Q9HD36; bead-based flow cytometry; inhibition, % at 10 µM; 190,000 compounds, 0.073% hits; AID 951;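 further: 0% = tracer peptide without compound and 100% = reference inhibitor peptide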
# Target sequence (Q9HD36 whole entry, looked up): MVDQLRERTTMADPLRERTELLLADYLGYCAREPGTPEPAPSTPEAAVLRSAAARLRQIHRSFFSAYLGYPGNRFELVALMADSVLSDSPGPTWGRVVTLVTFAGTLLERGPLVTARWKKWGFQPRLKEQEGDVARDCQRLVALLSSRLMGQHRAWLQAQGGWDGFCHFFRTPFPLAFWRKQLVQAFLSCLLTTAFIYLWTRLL
# Bim-Bcl-W = disrupts Bim peptide binding to human Bcl-W; Q92843; bead-based flow cytometry; inhibition, % at 10 µM; 190,000 compounds, 0.02% hits;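 further: 0% = bound tracer without compound and 100% = peptide blocker; higher means less fluorescent Bim peptide bound to Bcl-W beads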
# Target sequence (Q92843 whole entry, looked up): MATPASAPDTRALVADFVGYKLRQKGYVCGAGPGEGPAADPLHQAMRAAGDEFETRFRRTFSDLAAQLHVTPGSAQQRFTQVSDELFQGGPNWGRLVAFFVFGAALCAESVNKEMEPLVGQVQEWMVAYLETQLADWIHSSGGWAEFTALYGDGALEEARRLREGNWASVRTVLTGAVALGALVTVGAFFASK
# * = called active by the depositor; ? = inconclusive; . = not tested or not shown. Unless noted, no stated cut-off is given here; in the data, active means inhibition above about 40%. Compounds were not picked by outcome (roughly 0.62% active in at least one column).
SMILES,HRas wt GTP,Rab2A wt mod,Bim-Bcl-XL,Bim-Bcl-2,Rac1 wt GTP bind,Rac1 mut GTP,Rab7 wt modul,Cdc42 wt,Bfl-1 Bim block,Bcl-B Bim block,Bim-Bcl-W
CN(Cc1ccccn1)Cc1cn(Cc2ccccc2)nc1-c1ccc2c(c1)OCO2,98,97,1,2,97,97,99,97,7,-1,2
O=C(c1cc2n(n1)C(C(F)(F)F)CC(c1ccco1)N2)N1CCN(c2ccccn2)CC1 (stereo not given),104,100,-7,-7,107,98,105,104,-10,-9,2
Cc1cc(F)ccc1S(=O)(=O)Nc1ncnc2sccc12,94,94,-4,-4,95,93,100,94,-7,-2,-2
CC(=O)Nc1ccc(/C(C)=N/NC(=O)CN(c2ccccc2Br)S(C)(=O)=O)cc1,100,100,-9,-5,102,100,99,100,-12,-10,-7
COc1cccc(CNC(=O)C2CCC(CNc3nc(=S)[nH]c4ccccc34)CC2)c1 (stereo not given),90,88,1,-4,85,91,92,91,-4,-10,3
CSc1nnc(-c2sccc2OCc2ccc(C)cc2)n1C,105,104,-1,2,105,101,99,105,0,-1,-1
COC(=O)c1cc(OC)c(OC)cc1NC(=S)Nc1cc(Cl)ccc1OC,96,95,-8,-4,98,94,100,95,-8,-3,-2
O=C(COC(=O)c1ccncc1)c1ccc(Br)cc1,97,97,-5,-3,101,97,102,96,-4,-5,-5
CCC(C)(C)NC(=O)CN(C(=O)CCC(=O)Nc1cc(C)ccn1)c1ccc2c(c1)OCCO2,97,97,3,3,99,97,98,99,-1,-1,1
CC(C)c1ccc(NCCC(=O)c2cccs2)cc1,99,97,-7,-15,101,99,97,100,0,-17,-4
O=C(Nc1ccccc1)Nc1ccc(Br)cc1F,100,98,-12,-9,108,97,102,104,-15,-8,-4
CCOc1ccc(Cl)cc1/C=N/O,98,99,-15,-10,102,95,100,97,-9,-9,-3
O=C(CSc1nnnn1-c1ccc(Cl)cc1)NNC(=O)c1ccc([N+](=O)[O-])cc1,97,98,-5,-5,100,97,99,98,0,-7,-2
COc1ccccc1N1CCN(C(=O)CSc2nc3ccccc3[nH]2)CC1,101,98,-3,-6,101,97,99,100,-10,-9,1
CCOC(=O)CSC1=C(C#N)C(c2ccc(OC)cc2)C2=C(CC(C)(C)CC2=O)N1 (stereo not given),98,99,-2,1,100,96,99,99,3,-6,-1
C=CCc1ccc(OCCOCCOc2ccc(C)cc2[N+](=O)[O-])c(OC)c1,101,99,2,0,106,99,97,102,-10,-5,0
CCN(c1ccccc1)S(=O)(=O)c1ccc(OCC(=O)Nc2cc(C)on2)cc1,102,100,-7,-10,108,100,103,103,-12,-5,0
CCOC(=O)C1=C(C)N=C2SC(C)C(=O)N2C1c1ccc(OC(C)=O)c(OCC)c1 (stereo not given),100,99,-3,-9,103,98,103,100,-13,-9,-1
Cc1ccccc1-n1nnnc1SCC(N)=O,106,104,-5,-8,108,100,105,102,-8,-11,0
COc1ccc(OC)c(NC(=O)C2CCN(S(=O)(=O)c3cccs3)CC2)c1,101,101,3,-6,105,101,102,100,-7,-3,0
O=C(O)Cc1ccc(-c2ccccc2)cc1,102,98,0,0,106,102,95,104,-1,-1,-2
Cc1cc(N2CCOCC2)nc(NCc2ccccc2)n1,98,99,-6,-3,98,96,96,94,-1,0,-1
O=[N+]([O-])c1ccc(/C=N\N2CCN(c3ccc(Cl)cc3)CC2)cc1,105,106,-2,-1,108,97,105,104,-2,0,0
COc1cccc(Nc2nc(N)nc(C(F)(F)F)n2)c1,96,95,0,-1,99,95,98,94,-8,-6,1
O=C(COC(=O)c1ccc2c(c1)OCO2)Nc1ncc(Cl)cc1Cl,96,98,-4,-2,104,100,95,99,-2,-5,-2
CC(=O)N1CCN(c2ccc(NC(=O)c3ccc(C)cc3)cc2)CC1,?,?,-2,-1,?,?,?,?,-1,-2,0
CN(C)CC1CCCCC1OC(=O)c1ccc(Br)cc1 (stereo not given),98,98,1,-1,100,97,105,100,-7,-1,0
CCOC1=C/C(=C/c2c(N)n3oc(C)cc3nc2=O)C=CC1=O,93,93,-2,0,92,94,92,93,0,-3,0
COc1ccc(CNC(=O)C2CCCN2S(=O)(=O)c2ccc(F)cc2)cc1 (stereo not given),97,98,1,1,102,98,99,98,2,-1,2
COc1cc(CC(=O)Nc2sccc2C(N)=O)cc(OC)c1OC,100,101,-1,-1,100,98,96,100,0,-4,-2
O=C(CCC(=O)N(CC(=O)NC1CCCCC1)c1ccc2c(c1)OCO2)Nc1ccccn1,97,99,-4,-8,103,100,99,101,-15,-6,0
COc1ccc(/C(O)=C2\C(=O)C(=O)N(CCN3CCOCC3)C2c2ccccc2OC)cc1 (stereo not given),99,98,0,6,101,99,97,99,4,3,2
COc1ccc(C(=O)OCC(=O)NC(C)(C)C)cc1[N+](=O)[O-],99,96,-5,-3,106,98,104,96,-3,-7,-3
O=C(CNC(=O)c1ccccc1)Nc1ccsc1C(=O)O,94,96,0,-3,93,92,103,93,-7,-2,-4
COc1ccc(N(CC(=O)NCc2ccco2)S(C)(=O)=O)cc1,101,99,2,-1,100,97,102,101,0,3,0
Cc1nc(CNS(=O)(=O)c2cccs2)cs1,101,98,-3,-5,102,98,100,98,-12,-6,-1
CCOC(=O)c1c(NC(=O)Cc2cccs2)sc2c1CCCC2,100,102,1,1,100,98,97,102,0,3,1
Cc1c(C(c2cccc([N+](=O)[O-])c2O)c2c(C)n(C)n(-c3ccccc3)c2=O)c(=O)n(-c2ccccc2)n1C,103,103,-2,3,110,103,100,106,-1,0,0
Cc1ccc(C)c(OCCn2cc(/C=C(\C#N)C(=O)NCc3cccs3)c3ccccc32)c1,99,99,-1,-5,101,97,100,100,-11,-8,1
CC(=O)c1ccc(N2CCN(C(=O)Cn3c(=S)[nH]c4ncccc4c3=O)CC2)cc1,93,93,-3,-1,94,96,89,93,-2,-6,-3
O=C(CCNS(=O)(=O)c1ccccc1C(F)(F)F)NCc1ccc2c(c1)OCO2,97,98,3,-1,97,100,97,97,4,2,0
CCCCCC(=O)NNC(=O)c1ccc(F)cc1,97,95,-3,-1,107,103,94,103,-1,-3,-1
COc1ccc(-c2nc(C3CCCCC3)no2)cc1OC,100,100,-8,-4,105,99,103,101,-3,-4,-5
Cc1ccccc1NC(=O)C1CCCN1C(=O)NC1CCCCC1 (stereo not given),103,102,-22,-1,107,99,101,104,-13,-6,1
CC(C)C(=O)Nc1cc(C(F)(F)F)ccc1N1CCOCC1,100,102,-10,-6,103,98,101,104,-19,-11,-6
N=c1n(CCO)c2ccccc2n1CCOc1ccccc1,99,99,2,-2,96,95,100,100,-1,0,0
CC(C)c1ccc2oc(=O)cc(CN3CCN(c4ccccc4)CC3)c2c1,104,100,-1,2,105,100,98,105,0,1,0
Cc1cccc(N2C(=O)CC(N3CCOCC3)C2=O)c1 (stereo not given),99,98,0,-2,103,99,96,100,0,0,0
COc1ccccc1NC(=O)COC(=O)/C=C/c1ccc2c(c1)OCO2,92,90,-6,0,95,86,94,87,-4,-5,0
O=C(CCCN1C(=O)/C(=C/c2ccccc2Cl)SC1=S)Nc1ccccn1,99,101,-11,-8,100,100,100,102,-17,-11,-4
Cc1ccc(NC(=O)CN(C)CC(=O)Nc2ccccc2-c2ccccc2)cc1,98,96,-3,-5,100,97,97,97,-4,-5,-1
O=C(c1cc2cc(Cl)cc(Cl)c2oc1=O)N1CCOCC1,100,100,-5,15,105,97,100,98,2,-4,-2
CCS(=O)(=O)c1ccc(NC(=O)c2ccccc2Cl)c(O)c1,99,98,-13,-9,98,94,99,100,-10,-5,1
COc1ccc(S(=O)(=O)N2CCC(C(=O)Nc3ccccc3C)CC2)c2cccnc12,96,95,-1,-3,97,94,98,98,-12,-9,0
CCOC(=O)N1CCN(S(=O)(=O)c2cc(Br)cc3c2N(C(=O)C2CC2)CC3)CC1,98,96,1,2,97,98,90,96,4,-4,2
Cn1c(CCNC(=O)c2ccccc2)nc2cc(NC(=O)C3CCCCC3)ccc21,88,94,2,0,104,97,91,89,0,-2,0
COc1ccc(NC(=O)[C@@H](NC(N)=O)C(C)C)cc1Cl,95,96,1,1,95,94,95,93,1,-1,2
O=S(=O)(NC1CC1)c1cccc(S(=O)(=O)N2CCCC2)c1,104,100,-7,-6,108,102,101,104,-17,-13,-4
CCn1cc(C(=O)OCc2cccc(Br)c2)c(=O)c2ccc(C)nc21,102,99,-21,-12,104,97,100,105,-13,-7,4
CN(C)S(=O)(=O)c1ccc(C(=O)Nc2nc(-c3ccccc3)c(C(=O)c3ccccc3)s2)cc1,96,89,-5,-7,92,93,93,91,-1,-7,-1

# New compounds follow.
SMILES,HRas wt GTP,Rab2A wt mod,Bim-Bcl-XL,Bim-Bcl-2,Rac1 wt GTP bind,Rac1 mut GTP,Rab7 wt modul,Cdc42 wt,Bfl-1 Bim block,Bcl-B Bim block,Bim-Bcl-W
COC(=O)c1ccc(C(=O)OC)c(NC(=O)COC(=O)c2ccc(OC)c(OC)c2OC)c1,101,97,-12,-12,102,100,103,104,-19,-9,-7
Cc1cccc(C)c1N(CC(O)Cn1c2ccccc2c2ccccc21)S(C)(=O)=O (stereo not given),100,101,1,-5,100,99,103,100,-1,-2,0
CN(C)c1nc(N(C)C)nc(N(C#N)CCOc2ccccc2)n1,101,100,-4,0,106,100,97,102,-2,-6,-2
O=[N+]([O-])c1ccc(Cl)c(CN2CCC(O)CC2)c1,102,101,-10,-4,105,101,96,104,-2,-8,-5
CCCn1c(NC(=O)c2ccco2)nc2ccccc21,101,101,-2,-5,109,100,99,106,-13,-5,1
Cc1ccc(N(C(C)C(=O)Nc2cccc(N(C)S(C)(=O)=O)c2)S(C)(=O)=O)cc1 (stereo not given),98,96,-8,-4,101,98,95,100,-5,-7,-1
O=c1[nH]c2ccccc2nc1C(Cl)c1ccccc1 (stereo not given),100,100,-4,-8,103,97,102,101,-9,-5,-1
O=C(N/N=C/C=C/c1ccccc1)c1n[nH]c2c1CCC2,98,97,-1,0,101,100,95,101,-9,-2,1
O=C(CCl)Nc1ccccc1Sc1ccc(Cl)cc1,103,102,-1,0,106,100,102,104,-10,-7,-1
Cc1cc2c(C)nc(N/N=C/c3ccccc3)nc2o1,100,100,-2,-2,99,99,102,100,-1,-3,1
CCOC(=O)CCCSc1nnc(CCCCCN2C(=O)c3cccc4cccc(c34)C2=O)o1,100,98,-5,-10,101,97,100,100,-9,-13,-1
CN(C)S(=O)(=O)N(CC(=O)Nc1ccccc1C(F)(F)F)c1ccccc1,100,101,19,86*,99,97,102,98,.,.,17
